Screens (PubChem)
E-sel TNF inh – E-selectin induction blockers in HUVEC – imaging, immunofluorescence, high content, primary screen; HUVEC TNFa-induced E-selectin immunofluorescence; inhibition, % at 2 µM; 120,000 tested, 0.71% active; AID 1246, 2008;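 active = inhibition above the batch mean plus 3 SD, and confirmed as a hit on visual image review, cut at about 43% in these data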;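 note: 0% = TNF-stimulated DMSO wells and 100% = unstimulated control wells; not every result past the cut was called active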
Measles CPE – compounds protecting cells from measles virus cytopathic effect, primary screen, measles RdRp inhibitor project, single point, MLSMR library, absorbance. protection (pct of control), % at 4 µM. Measles virus-infected cells, CPE protection. 140,000 tested, 1.5% active; in the data active = protection mostly above about 24%, no sharp cut-off; inactive = mostly below about 26%; note: some compounds called inactive have numbers as strong as hits
NPY-Y2 antag – NPY-Y2 receptor antagonists, primary screen, cell-based. Neuropeptide Y receptor type 2 (Homo sapiens), P49146. NPY-Y2 expressing cells, antagonist mode. inhibition, % at 2.7 µM. 140,000 tested, 0.99% active; in the data active = inhibition above about 17%;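 note: 0% = vehicle with agonist challenge and 100% = reference antagonist with challenge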
Target sequence (P49146 whole entry, looked up): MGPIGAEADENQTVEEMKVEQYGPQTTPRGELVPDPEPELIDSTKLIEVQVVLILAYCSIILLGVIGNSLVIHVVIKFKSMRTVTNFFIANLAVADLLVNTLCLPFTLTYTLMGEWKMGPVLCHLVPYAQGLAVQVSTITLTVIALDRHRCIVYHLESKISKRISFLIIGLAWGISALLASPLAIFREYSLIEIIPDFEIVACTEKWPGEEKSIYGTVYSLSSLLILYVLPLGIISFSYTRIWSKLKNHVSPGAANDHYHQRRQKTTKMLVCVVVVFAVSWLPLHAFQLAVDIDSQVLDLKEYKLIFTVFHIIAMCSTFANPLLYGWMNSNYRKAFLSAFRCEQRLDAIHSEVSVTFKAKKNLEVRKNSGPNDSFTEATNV
Yeast life ext – compounds extending yeast replicative lifespan, primary screen, S. cerevisiae, OD615. S. cerevisiae growth with nicotinamide; deaD strain in restrictive glucose medium. inhibition of the nicotinamide effect, % at 10 µM. 130,000 tested, 0.68% active;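 active = inhibition above a set limit, placed 3 SD over the median of all compounds, cut at about 26% in these data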;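 note: 0% = nicotinamide-treated wells and 100% = cells grown without nicotinamide; some compounds called inactive have numbers as strong as hits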
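Assay system: DeaD-strain S. cerevisiae. Medium: CSMM-D glucose medium, restrictive. Reagent: nicotinamide, 1.5 mM, co-present with compound. Compound: 10 µM single point, 0.25% DMSO. Schedule: culture preincubation 4 h, compound exposure 48 h, both 30 °C. Detection: absorbance at 615 nm.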
MRP1 act – H69AR viability gain despite doxorubicin, primary screen, MRP-1 activator project, H69AR cells, CellTiter-Glo; viability rescue; viability increase, % at 10 µM; 140,000 tested, 0.61% active; AID 799, 2007;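 active = viability gain under doxorubicin at or above a set limit, the compound median plus 3 SD, cut at about 4.7% in these data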;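 note: MRP-1 overexpressing cells given doxorubicin 25 µM after compound pretreatment; 18-22 h compound pretreatment then 72 h with doxorubicin before readout; 0% = doxorubicin-only wells and 100% = vehicle-treated cells without doxorubicin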
GALR2 antag – GALR2 antagonists in receptor-expressing cells, primary screen | Galanin receptor type 2 (Homo sapiens), O43603 | antagonist mode | inhibition, % at 4 µM | 140,000 tested, 0.39% active | AID 828, 2007; in the data active = inhibition above about 27%;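 note: cells stimulated with galanin 1-16 at roughly its EC80; 0% = agonist challenge control and 100% = basal control without agonist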
Target sequence (O43603 whole entry, looked up): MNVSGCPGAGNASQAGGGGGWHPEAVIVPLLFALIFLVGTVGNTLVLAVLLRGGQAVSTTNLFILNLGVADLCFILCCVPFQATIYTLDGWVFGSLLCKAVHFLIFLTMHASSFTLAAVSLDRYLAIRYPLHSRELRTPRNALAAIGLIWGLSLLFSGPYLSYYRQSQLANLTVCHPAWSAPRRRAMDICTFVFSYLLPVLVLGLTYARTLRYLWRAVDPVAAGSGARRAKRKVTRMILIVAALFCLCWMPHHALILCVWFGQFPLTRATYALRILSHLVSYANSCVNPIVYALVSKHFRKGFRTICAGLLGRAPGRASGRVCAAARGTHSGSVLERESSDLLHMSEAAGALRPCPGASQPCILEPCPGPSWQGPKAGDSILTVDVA
bCat KO growth – primary screen for growth suppressors in beta-catenin knockout HCT116 cells (colon tumor, human) | AID 818, 2007 | viability, % at 10 µM | HCT116 beta-catenin knockout viability, CellTiter-Glo, 60 h; hits give low values | 140,000 tested, 1.5% active;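 active = viability at or under a set limit, the compound median less 4 SD, cut at about 6% in these data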;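 note: 0% = Hyamine 1622 control at 20 µM and 100% = untreated cell control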
Phagocyt inh – inhibitors of macrophage phagocytosis, primary screen, imaging, J774A.1 cells, IgG beads; J774A.1 macrophage IgG-bead phagocytosis; 110,000 tested, 0.07% active; inhibition, % at 5 µM; AID 1029, 2008;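 active = inhibition above the mean of the plate negative controls plus 5 SD, cut at about 13% in these data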;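 note: phagocytic index as fraction of beads internalized from green versus red external bead signal; plate controls were DMSO negative control for no effect and cytochalasin-D positive control for full effect; some results beyond the cut were filed as inactive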
PTEN del growth – growth suppression of PTEN-null HCT116, primary screen, cell-based, CellTiter-Glo; 140,000 tested, 1.2% active; HCT116 PTEN-null viability, 60 h; hits give low values; viability, % at 10 µM;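 active = viability at or below a set limit, 4 SD under the median of all tested compounds, cut at about 3.7% in these data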;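 note: PTEN knockout HCT116 line with beta catenin targeted HCT116 as companion control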
Yeast growth inh – growth inhibitors of yeast BB579 in restrictive medium, primary screen, yeast lifespan-shortening project, S. cerevisiae; OD615, 48 h; inhibition, % at 10 µM; 140,000 tested, 0.51% active;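 active = inhibition above a set limit, 3 SD over the mean compound inhibition, cut at about 44% in these data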; note: inactives centre near -24
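System: DeaD yeast strain BB579; buffer or medium: CSMM-D dextrose restrictive medium; technique: OD at 615 nm; schedule: 4 h cell preincubation, 48 h compound exposure, 30 °C humidified; doses: single 10 µM dose; controls: amphotericin B 10 µg/mL, positive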
The depositor's hits bear a star; x = not tested or not shown; & = joins results of further samples.

The opening 12 records (preview)
SMILES	E-sel TNF inh	Measles CPE	NPY-Y2 antag	Yeast life ext	MRP1 act	GALR2 antag	bCat KO growth	Phagocyt inh	PTEN del growth	Yeast growth inh
CC1(C)SC(=S)N(NC(=O)Nc2ccccc2)C1N(O)C(=O)Nc1ccccc1 (centres undefined)	-24	5	-2	-15	-4.0	1	37	x	33	-10
O=C(NCCc1ccccc1)/C(=C\c1ccc([N+](=O)[O-])cc1)NC(=O)c1ccccc1	51	4	0	-4	-2.1	6	80	-3	91	-22
CC(C)CNC(CC(=O)Nc1cccc([N+](=O)[O-])c1)C(=O)O (centres undefined)	x	7	3	1	-0.7	1	96	-6	106	-23
COc1ccc(NC(=S)NC(NC(=O)c2cccc(C)c2)C(Cl)(Cl)Cl)c([N+](=O)[O-])c1 (centres undefined)	8	33	5	x	-0.9	0	85	x	77	-33
COc1ccc(C(=O)Nc2cccc3cccnc23)cc1OC	18	12	3	-10	-0.6	3	99	0	104	-21
CCCCc1n[nH]c2c1/C(=N/O)CC(c1ccccc1)C2 (centres undefined)	x	10	0	-12	-1.8	4	57	x	47	-42
CCCSCCCNC(=O)Cn1cc2c(n1)CCCCC2	-10	19	3	-7	-0.5	-4	85	0	94	22
Oc1ccc(/C=N/Nc2cc(N3CCCC3)nc(N3CCCC3)n2)cc1O	x	26	-2	2	-2.2	12	48	-2	48	-33
Cc1cnn(Cc2ccccc2)c1N	17	22	2	3	-4.2	2	95	x	95	-11
Cc1nn(C)cc1CNC(=O)c1cnn2c(C(F)F)cc(C3CC3)nc12	-4	12	1	8	-2.8	1	87	1	91	13
COc1nc(NC(C)=O)nc(C)c1Br	-10	9	-2	-3	-0.6	-3	103	2	100	-30
Cc1ccc(-c2cc(=O)c3ccccc3[nH]2)cc1	x	4	1	0	-2.9	5	67	x	66	-10

This part in full, from the first entry:
SMILES	E-sel TNF inh	Measles CPE	NPY-Y2 antag	Yeast life ext	MRP1 act	GALR2 antag	bCat KO growth	Phagocyt inh	PTEN del growth	Yeast growth inh
CC1(C)SC(=S)N(NC(=O)Nc2ccccc2)C1N(O)C(=O)Nc1ccccc1 (centres undefined)	-24	5	-2	-15	-4.0	1	37	x	33	-10
O=C(NCCc1ccccc1)/C(=C\c1ccc([N+](=O)[O-])cc1)NC(=O)c1ccccc1	51	4	0	-4	-2.1	6	80	-3	91	-22
CC(C)CNC(CC(=O)Nc1cccc([N+](=O)[O-])c1)C(=O)O (centres undefined)	x	7	3	1	-0.7	1	96	-6	106	-23
COc1ccc(NC(=S)NC(NC(=O)c2cccc(C)c2)C(Cl)(Cl)Cl)c([N+](=O)[O-])c1 (centres undefined)	8	33	5	x	-0.9	0	85	x	77	-33
COc1ccc(C(=O)Nc2cccc3cccnc23)cc1OC	18	12	3	-10	-0.6	3	99	0	104	-21
CCCCc1n[nH]c2c1/C(=N/O)CC(c1ccccc1)C2 (centres undefined)	x	10	0	-12	-1.8	4	57	x	47	-42
CCCSCCCNC(=O)Cn1cc2c(n1)CCCCC2	-10	19	3	-7	-0.5	-4	85	0	94	22
Oc1ccc(/C=N/Nc2cc(N3CCCC3)nc(N3CCCC3)n2)cc1O	x	26	-2	2	-2.2	12	48	-2	48	-33
Cc1cnn(Cc2ccccc2)c1N	17	22	2	3	-4.2	2	95	x	95	-11
Cc1nn(C)cc1CNC(=O)c1cnn2c(C(F)F)cc(C3CC3)nc12	-4	12	1	8	-2.8	1	87	1	91	13
COc1nc(NC(C)=O)nc(C)c1Br	-10	9	-2	-3	-0.6	-3	103	2	100	-30
Cc1ccc(-c2cc(=O)c3ccccc3[nH]2)cc1	x	4	1	0	-2.9	5	67	x	66	-10
Cc1ccc(-c2nc3cccnc3o2)cc1NC(=O)COc1ccc(Cl)cc1C	0	1	-1	-7	-5.0	3	95	5	23	-6
COc1ccc(CCNC(=O)CN(C)S(=O)(=O)c2cccs2)cc1OC	-31	36*	2	-9	-0.1	-7	96	0	102&100	-3
COc1cc2nc(C3CC3)n(NC(=O)c3ccc(Cl)cc3)c(=O)c2cc1OC	24	2	0	-10	-0.2	5	55	-1	59	-19
C/C(NCCN1CCOCC1)=C(\C#N)C(N)=O	2	10	2	x	-1.6	-2	95	x	92	-23
CC(C)CC(=O)NC(=S)Nc1ccc(N2CCOCC2)cc1	4	3	3	-6	-2.1	9	98	-3	107	-18
CSc1ccccc1NC(=O)CN(C1CCCCC1)S(C)(=O)=O	8	16	3	1	-2.2	8	95	-2	96	-28
O=C(Nc1ccc(-n2ccnc2P(=O)(O)c2ccccc2)cc1)c1ccccc1Cl	-22	2	2	-4	0.0	-2	97	0	109	6
COC(=O)C(O)(CC(=O)Nc1ccc(Cl)cc1Cl)C(F)(F)F (centres undefined)	12	10	-1	x	2.0	-7	94	x	98	0
O=C1c2cccnc2C(=O)N1Cc1ccccc1	-13	14	4	1	-2.9	3	94	x	100	4
CC(C)CC(=O)n1sc(NC(=O)c2ccccc2)nc1=O	100*	13	1	-6	6.5*	1	92	4	92	0
Fc1ccc(CSc2ccc(-c3ccc4c(c3)OCO4)nn2)cc1	x	43	10	-1	1.5	5	86	-7	84	-27
CC(C)(C)C(=O)Nc1sc2c(c1C#N)CCCCC2	13	17	1	x	-2.1	5	94	x	89	-6
Cc1c(C(=O)NC2CC2)oc2ccc(S(=O)(=O)N3CCCCCC3)cc12	x	20	x	x	-2.5	x	72	0	76	-13
Cc1ccc(C)c(N2CCN(C(=O)CN(C)S(=O)(=O)c3ccc4c(c3)CCC(=O)N4)CC2)c1	x	32	4	-5	-3.1	-5	87	0	81	-11
FC(F)Sc1ccc(-n2cc(-c3ccc(Cl)cc3)[n+]3c2CCC3)cc1	x	24	5	4	0.9	1	93	-1	91	-43
N#CCCn1ncc2ccccc21	6	5	1	-18	-2.8	2	101	x	102	-17
Cc1ccccc1C(=O)/C=C1\NC(=O)CS1	1	4	1	-5	-0.4	2	92	-1	101	-48
CC(Oc1ccccc1)C(=O)NNC(=O)c1ccccn1 (centres undefined)	7	14	2	-10	0.1	-7	10	-3	7	-35
O=C(CNC(=O)c1cccs1)NCC(=O)OCc1c(Cl)cccc1Cl	2	12	2	-19	-1.4	-8	98	-2	100	-35
CC(CN(C)Cc1ccccc1)OC(=O)c1cccs1 (centres undefined)	9	29	1	-4	-1.8	-4	91	x	94	-32
O=C1/C(=C/c2ccccc2)NC(=S)N1C(c1ccccc1)c1ccccc1	8	24	2	-4	-1.5	-1	15	0	13	-37
COc1ccc(O)c(-c2[nH]ncc2C(=O)c2ccccc2C)c1	x	22	-1	-6	-0.6	12	103	0	98	-34
CN1CCN(C(=O)NC2CCCN2S(=O)(=O)c2ccc(Cl)cc2)CC1 (centres undefined)	0	10	2	-9	-0.8	4	91	-1	104	-43
O=c1c2ccccc2nc2sc3ccccc3n12	-6	11	7	-3	-3.1	-3	76	x	73	85*
O=C(Nc1c(F)cc(F)cc1Br)c1cccnc1	-17	21	2	-1	-0.2	0	105	-1	92	-41
C=CCSc1nnc(-c2c[nH]c3ccccc23)n1CC	x	8	0	-7	-2.9	-2	98	1	97	-20
COc1ccc(N2C(C(C)=O)=NN(c3ccccc3)C2c2cccs2)cc1 (centres undefined)	-66	7	0	2	-1.8	3	53	-1	60	-58
O=C(N/N=C/C(Br)=C\c1ccccc1)c1ccc2nc[nH]c2c1	x	7	6	8	-5.8	2	2.2*	0	3.3*	-26
CCCCNC(=O)c1onc(CSc2ccc(Cl)cc2)c1C(=O)O	-42	10	17	-5	-0.7	-3	96	1	103	4
O=C(CSCc1cccc(F)c1)N1CCN(c2ccccc2)CC1	-26	18	1	-1	-0.1	9	87	0	84	-59
O=C(Nc1ccc(F)cc1)NC1CCN(Cc2nnnn2Cc2ccco2)CC1	13	15	0	-8	-2.9	-4	96	x	98	-26
COc1ccc(-n2c(SC(C)C(=O)Nc3ncc(Cl)cc3Cl)nc3ccccc32)cc1 (centres undefined)	x	34	9	-1	-0.6	-2	54	-10	42	-3
CCOC(=O)CN(C(=O)CNC(=O)c1cccs1)C(C(=O)NC1CCCCC1)c1cccs1 (centres undefined)	-9	25	5	x	-4.2	-3	98	x	89	-19
O=C(Cn1nnc(-c2ccccc2-n2cnnn2)n1)c1ccccc1	-39	9	1	-16	-1.1	4	101	2	97	0
O=C(Nc1ccc(F)cc1)c1ccccc1CC[N+](=O)[O-]	8	18	-2	-8	-0.5	-7	102	0	102	-53
CCOC(=O)C(=O)/C(C#N)=C/Nc1ccc(F)cc1	x	33	-2	-6	0.3	2	98	1	98	-59
Cc1nn(C2CCCCC2)c(N)c1-c1ccccc1	-23	29	-1	-15	0.8	2	90	-1	102	5
COc1ccccc1NS(=O)(=O)c1cccs1	-16	20	-1	-10	-2.1	11	106	0	105	5
C(#Cc1ccc(C#CCN2CCCC2)cc1)CN1CCCC1	13	15	8	-10	-1.9	7	81	0	82	-42
